Screening data: PubChem, several laboratories
LEDGF integ inh = blockers of LEDGF/p75-dependent integrase strand transfer – biochemical, TR-FRET, high throughput, primary screen; TR-FRET IN-LEDGF/p75 DNA integration, Eu/Cy5; AID 743269, 2014; 370,000 tested, 0.64% active; inhibition, % at 3.7 µM; HIV-1 integrase (with human LEDGF/p75);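 active = inhibition above the screen-wide mean plus 3 SD, cut at about 13% in these data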;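 also: signal is the Cy5 over europium emission ratio at 671 and 618 nm; 0% = plate median of compound wells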
UHRF1 MBD2 ctr = UHRF1 methylated DNA binding inhibitors, primary screen, counter-screen for MBD2 inhibitor project, biochemical, TR-FRET, human UHRF1, single concentration; UHRF1 binding to methylated oligo; inhibition, % at 4.4 µM; 370,000 tested, 0.75% active; AID 687016, 2013; in the data active = inhibition above about 21%;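 also: UHRF1 SRA domain binding a hemimethylated CpG hairpin DNA probe; 0% = median of test compound wells and 100% = reference inhibitor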
HTRA1 inh = HTRA1 serine protease inhibitors, primary screen, biochemical, fluorescence polarization, HTS; inhibition, % at 5.96 µM; AID 504803, 2011; recombinant HTRA1, FP-rhodamine activity-based probe; 340,000 tested, 0.5% active; in the data active = inhibition above about 36%;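 also: 0% = enzyme with DMSO and 100% = wells lacking enzyme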
MBD2 DNA inh = inhibitors of MBD2 binding to methylated DNA, primary screen, biochemical, TR-FRET, DNA-binding domain, human. inhibition, % at 4.4 µM. 370,000 tested, 0.31% active. MBD2 binding to methylated oligonucleotide. Methyl-CpG-binding domain protein 2 (Homo sapiens), Q9UBB5; in the data active = inhibition above about 13%
TCR CD3 inh = inhibitors of human TCR-CD3 interaction, primary screen, biochemical, fluorescence, TAMRA-labeled TCR probe; T-cell receptor (TCR); inhibition, % at 9.4 µM; 360,000 tested, 0.37% active; in the data active = inhibition above about 19%;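 also: recombinant mutant TCR 2C K166C tagged with TAMRA read by polarization; 0% = receptor in buffer alone and 100% = receptor with positive control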
PG9 binder = binders of HIV-1 gp120 antibody PG9, primary screen, biochemical, TR-FRET | HIV-1 gp120 / PG9 antibody interaction | TR-FRET gp120-PG9 antibody binding | inhibition, % at 6.7 µM | 360,000 tested, 0.43% active | AID 624416, 2012; in the data active = inhibition above about 8.5%
Rev-erbA mod = modulators of Rev-erb alpha DNA binding, primary screen, biochemical, FITC-DNA, fluorescence polarization, uHTS; Nuclear receptor subfamily 1 group D member 1 (Homo sapiens), P20393; Rev-erbα–FITC-DNA binding, 90 min; activity, % at 10 µM; 370,000 tested, 0.79% active; AID 1259318, 2017;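 active = activity above about 14%, limit read from the data; passing the limit was not always enough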;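 also: 0% = DMSO wells with 35 nM protein and 100% = DMSO wells with 750 nM protein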
Target sequence (P20393 whole entry, looked up): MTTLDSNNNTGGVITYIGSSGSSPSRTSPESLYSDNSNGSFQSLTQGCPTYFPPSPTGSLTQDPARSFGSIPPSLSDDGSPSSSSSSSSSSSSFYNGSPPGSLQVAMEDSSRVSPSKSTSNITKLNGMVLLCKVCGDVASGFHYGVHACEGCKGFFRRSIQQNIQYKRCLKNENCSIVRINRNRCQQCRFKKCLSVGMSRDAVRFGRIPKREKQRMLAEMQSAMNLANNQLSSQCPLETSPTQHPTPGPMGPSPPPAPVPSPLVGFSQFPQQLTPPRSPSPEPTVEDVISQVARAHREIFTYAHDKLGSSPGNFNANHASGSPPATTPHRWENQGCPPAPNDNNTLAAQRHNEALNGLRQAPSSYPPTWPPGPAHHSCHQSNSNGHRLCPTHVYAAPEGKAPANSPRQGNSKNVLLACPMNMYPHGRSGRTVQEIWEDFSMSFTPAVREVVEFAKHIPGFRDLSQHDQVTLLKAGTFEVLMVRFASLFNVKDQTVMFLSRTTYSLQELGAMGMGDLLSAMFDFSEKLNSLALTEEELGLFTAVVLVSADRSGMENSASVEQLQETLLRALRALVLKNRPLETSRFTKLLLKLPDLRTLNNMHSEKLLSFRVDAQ
PRMT1 inh = PRMT1 methyltransferase inhibitors, primary screen, biochemical, fluorescence polarization | 370,000 tested, 1.3% active | recombinant PRMT1, activity-based probe fluorescence polarization | Protein arginine N-methyltransferase 1 (Homo sapiens), Q99873 | AID 652257, 2013 | inhibition, % at 2.79 µM;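 active = inhibition above about 21% made by adding two undisclosed values, limit read from the data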
rCAG RNA binder = binders of r(CAG) RNA repeats, primary screen, biochemical, fluorescence; 370,000 tested, 1.3% active; r(CAG) RNA repeat, TO-PRO-1 dye displacement fluorescence; inhibition, % at 3 µM;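 active = inhibition above the plate cutoff, the mean of all test compounds on that plate plus 3 SD, cut at about 35% in these data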;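 also: 0% = DMSO alone and 100% = 100 µM mitoxantrone as full dye displacement; higher means more dye released from RNA so lower well fluorescence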
ABHD4 inh = ABHD4 inhibitors, primary screen, biochemical, fluorescence polarization, mouse; inhibition, % at 8.92 µM; 370,000 tested, 0.54% active; AID 720543, 2013; purified mABHD4, FP-Rh probe fluorescence polarization;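 active = inhibition exceeding the mean over every tested compound plus 3 SD, cut at about 30% in these data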;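 also: 0% = plate median of compound wells and 100% = S159A mutant with DMSO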
Target sequence (Q8VD66 whole entry, looked up): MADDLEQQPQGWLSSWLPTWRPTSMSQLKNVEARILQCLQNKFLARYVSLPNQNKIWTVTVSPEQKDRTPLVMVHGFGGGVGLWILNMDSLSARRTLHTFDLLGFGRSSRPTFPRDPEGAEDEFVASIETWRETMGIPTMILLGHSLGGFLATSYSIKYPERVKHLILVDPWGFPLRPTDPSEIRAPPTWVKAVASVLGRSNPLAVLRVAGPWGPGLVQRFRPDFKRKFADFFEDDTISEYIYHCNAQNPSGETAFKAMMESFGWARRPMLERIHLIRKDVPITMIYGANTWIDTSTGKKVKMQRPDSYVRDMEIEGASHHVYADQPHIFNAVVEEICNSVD
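system = mouse ABHD4 enzyme, wild type | medium = HEPES pH 7.0, NaCl, Pluronic buffer | also added = FP-Rh probe | incubation = Enzyme–compound pre-incubation 45 min, then probe 60 min, both 25 °C | technique = fluorescence polarization, excitation 525 nm, emission 598 nm, BODIPY TMR filters | controls = S159A mutant high control, sample median low control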
An asterisk follows results filed as active. A portion of the library. The share of hits here may be higher or lower than overall.

COc1ccc(NC(=O)C2CCCN2C(=O)NCc2ccccc2)cc1OC (stereo unspecified) was read as LEDGF integ inh 3, UHRF1 MBD2 ctr -2, HTRA1 inh -9, MBD2 DNA inh 0, TCR CD3 inh 3, PG9 binder -1.0, Rev-erbA mod -4, PRMT1 inh 2, rCAG RNA binder -1 and ABHD4 inh -1.
`CCOC(=O)c1c(NC(=O)CSc2nnnn2-c2ccc3c(c2)OCCO3)sc(C)c1C` gave LEDGF integ inh 0, UHRF1 MBD2 ctr -2, HTRA1 inh -4, MBD2 DNA inh -3, TCR CD3 inh 3, PG9 binder -2.0, Rev-erbA mod 0, PRMT1 inh -4, rCAG RNA binder 2 and ABHD4 inh -1.
`O=C(COC(=O)Cn1cc(C(F)(F)F)ccc1=O)Nc1ccccc1` gave LEDGF integ inh -2, UHRF1 MBD2 ctr 1, HTRA1 inh 1, MBD2 DNA inh 4, TCR CD3 inh -5, PG9 binder 0.0, Rev-erbA mod -1, PRMT1 inh 2, rCAG RNA binder -1 and ABHD4 inh 0.
Screening COc1cc(/C=C2/SC(=S)N(CC(=O)Nc3cccnc3)C2=O)cc(OC)c1OC returned LEDGF integ inh -1, UHRF1 MBD2 ctr 13, HTRA1 inh -3, MBD2 DNA inh 10, TCR CD3 inh -11, PG9 binder -0.6, Rev-erbA mod 2, PRMT1 inh 2, rCAG RNA binder -5 and ABHD4 inh -15.
Screening O=C(COc1ccc(F)cc1)Nc1nnc(-c2ccncc2)s1 returned LEDGF integ inh 0, UHRF1 MBD2 ctr -3, HTRA1 inh 2, MBD2 DNA inh 1, TCR CD3 inh 0, PG9 binder 2.1, Rev-erbA mod -2, PRMT1 inh -1, rCAG RNA binder 5 and ABHD4 inh -2.
For O=C(NC(=S)Nc1cccc(Cl)c1N1CCOCC1)c1cccs1 the results were LEDGF integ inh 8, UHRF1 MBD2 ctr -1, HTRA1 inh -2, MBD2 DNA inh -7, TCR CD3 inh 3, PG9 binder -1.5, Rev-erbA mod 1, PRMT1 inh -4, rCAG RNA binder -1 and ABHD4 inh -6.
For COc1ccccc1C(=O)N/N=C(\C)c1ccc(NC(=O)C2CC2)cc1 the results were LEDGF integ inh 0, UHRF1 MBD2 ctr -2, HTRA1 inh -9, MBD2 DNA inh -7, TCR CD3 inh 0, PG9 binder -0.1, Rev-erbA mod -2, PRMT1 inh 1, rCAG RNA binder -2 and ABHD4 inh -2.
`O=C1N(c2ccccc2)CC2C(c3ccccc3)C(c3ccccc3)N3CCCC123` (stereo unspecified) gave LEDGF integ inh -2, UHRF1 MBD2 ctr 2, MBD2 DNA inh 4, Rev-erbA mod -7, PRMT1 inh 4, rCAG RNA binder 6 and ABHD4 inh 5.
`CC(C)N1CC2(CC(c3ccccc3C(F)(F)F)=NO2)CN1C(=O)c1ccco1` (stereo unspecified) gave LEDGF integ inh 3, UHRF1 MBD2 ctr 0, HTRA1 inh 5, MBD2 DNA inh -1, TCR CD3 inh 10, PG9 binder -1.1, Rev-erbA mod 0, PRMT1 inh 1, rCAG RNA binder 3 and ABHD4 inh 31*.
Screening O=C(CSc1nnc(Cc2ccccc2)o1)NC1CCCCC1 returned LEDGF integ inh -3, UHRF1 MBD2 ctr -1, HTRA1 inh -8, MBD2 DNA inh -4, TCR CD3 inh -13, PG9 binder -0.6, Rev-erbA mod -6, PRMT1 inh 7, rCAG RNA binder -9 and ABHD4 inh 2.
`COC(=O)c1cc(C(C)c2c[nH]c3ccccc23)n2ccccc12` (stereo unspecified) gave LEDGF integ inh -1, UHRF1 MBD2 ctr -1, MBD2 DNA inh 1, Rev-erbA mod 15, PRMT1 inh 2, rCAG RNA binder 5 and ABHD4 inh -2.
S=C1N(c2ccccc2)C(c2ccc(Br)cc2)N2CCCN12 (stereo unspecified) was read as LEDGF integ inh 1, UHRF1 MBD2 ctr -1, HTRA1 inh 3, MBD2 DNA inh 2, TCR CD3 inh 3, PG9 binder 0.8, Rev-erbA mod -1, PRMT1 inh -4, rCAG RNA binder -3 and ABHD4 inh -1.
`O=c1[nH]nc(-c2ccc(F)cc2)cc1Cc1cccs1` gave LEDGF integ inh 1, UHRF1 MBD2 ctr -2, HTRA1 inh -16, MBD2 DNA inh -4, TCR CD3 inh -10, PG9 binder 2.8, Rev-erbA mod -2, PRMT1 inh 3, rCAG RNA binder 6 and ABHD4 inh 0.
Screening O=C(C[C@H]1C/C=C\C[C@@H](Cc2ccc(F)cc2)C(=O)O[C@@H](c2ccccc2)CNC1=O)NCCO returned LEDGF integ inh 0, UHRF1 MBD2 ctr 0, HTRA1 inh -2, MBD2 DNA inh -4, TCR CD3 inh 1, PG9 binder -0.5, Rev-erbA mod 3, PRMT1 inh 0, rCAG RNA binder -8 and ABHD4 inh -5.
Cc1cc(C)nc(SCc2nc3ccccc3n2C)n1 was read as LEDGF integ inh -3, UHRF1 MBD2 ctr 3, HTRA1 inh 0, MBD2 DNA inh 7, TCR CD3 inh 2, PG9 binder 2.6, Rev-erbA mod 4, PRMT1 inh 7, rCAG RNA binder -2 and ABHD4 inh -11.
NC(=NC(=O)c1ccc(OC(F)(F)F)cc1)c1ccc(C(F)(F)F)cn1 was read as LEDGF integ inh 0, UHRF1 MBD2 ctr 1, HTRA1 inh 6, MBD2 DNA inh -4, TCR CD3 inh 2, PG9 binder -2.0, Rev-erbA mod -7, PRMT1 inh 5, rCAG RNA binder -4 and ABHD4 inh 9.
`Cc1ccc(Nc2ncnc3sccc23)c(C)c1` gave LEDGF integ inh -3, UHRF1 MBD2 ctr 3, HTRA1 inh 5, MBD2 DNA inh 5, TCR CD3 inh -5, PG9 binder 2.2, Rev-erbA mod 5, PRMT1 inh 2, rCAG RNA binder -2 and ABHD4 inh 5.
Cc1ccc(/C=N/N2C(=O)C3C(C2=O)C2C=CC3C23CC3)o1 (stereo unspecified) was read as LEDGF integ inh 1, UHRF1 MBD2 ctr 0, HTRA1 inh 3, MBD2 DNA inh 10, TCR CD3 inh 0, PG9 binder 0.1, Rev-erbA mod -1, PRMT1 inh 11, rCAG RNA binder -1 and ABHD4 inh -9.
Screening COCC(C)n1c(COc2ccccc2F)nnc1SCC(=O)Nc1oc(C)c2c(C)n[nH]c(=O)c12 (stereo unspecified) returned LEDGF integ inh 1, UHRF1 MBD2 ctr -1, HTRA1 inh 2, MBD2 DNA inh -1, TCR CD3 inh 6, PG9 binder -0.9, Rev-erbA mod -2, PRMT1 inh 3, rCAG RNA binder -6 and ABHD4 inh 5.
For O=S(=O)(/N=C(\Nc1ccc(F)cc1)C(F)(F)F)c1ccccc1 the results were LEDGF integ inh 2, UHRF1 MBD2 ctr 1, HTRA1 inh 1, MBD2 DNA inh -3, TCR CD3 inh 5, PG9 binder 0.7, Rev-erbA mod 0, PRMT1 inh -1, rCAG RNA binder -1 and ABHD4 inh -4.

A portion of the results above, for reference:
COc1ccc(NC(=O)C2CCCN2C(=O)NCc2ccccc2)cc1OC (stereo unspecified) was read as LEDGF integ inh 3, UHRF1 MBD2 ctr -2, HTRA1 inh -9, MBD2 DNA inh 0, TCR CD3 inh 3, PG9 binder -1.0, Rev-erbA mod -4, PRMT1 inh 2, rCAG RNA binder -1 and ABHD4 inh -1.
`CCOC(=O)c1c(NC(=O)CSc2nnnn2-c2ccc3c(c2)OCCO3)sc(C)c1C` gave LEDGF integ inh 0, UHRF1 MBD2 ctr -2, HTRA1 inh -4, MBD2 DNA inh -3, TCR CD3 inh 3, PG9 binder -2.0, Rev-erbA mod 0, PRMT1 inh -4, rCAG RNA binder 2 and ABHD4 inh -1.

Carrying on.
Screening O=C(NCC1CC1)C1(C(F)(F)F)CC(CCc2ccccc2)CCCO1 (stereo unspecified) returned LEDGF integ inh 0, UHRF1 MBD2 ctr -3, HTRA1 inh -26, MBD2 DNA inh -7, TCR CD3 inh 1, PG9 binder -0.6, Rev-erbA mod 4, PRMT1 inh -2, rCAG RNA binder -8 and ABHD4 inh -2.
Screening Cc1ccc(S(=O)(=O)N(CC(=O)Nc2ccc(C)c(Cl)c2)C(=O)N2CCN(C)CC2)cc1 returned LEDGF integ inh 2, UHRF1 MBD2 ctr 3, HTRA1 inh -3, MBD2 DNA inh 3, TCR CD3 inh 2, PG9 binder -0.5, Rev-erbA mod -1, PRMT1 inh -1, rCAG RNA binder -1 and ABHD4 inh 1.
Screening Cc1ccc(CNC(=O)COC(=O)c2ccc(S(=O)(=O)N3CCCCCC3)cc2)cc1 returned LEDGF integ inh -4, UHRF1 MBD2 ctr 0, HTRA1 inh -1, MBD2 DNA inh 8, TCR CD3 inh -1, PG9 binder 2.0, Rev-erbA mod 1, PRMT1 inh 8, rCAG RNA binder -2 and ABHD4 inh 1.
`COc1cc2c(cc1OC)C1Cc3ccc(OC)c(OC)c3C[N+]1([O-])CC2` (stereo unspecified) gave LEDGF integ inh -1, UHRF1 MBD2 ctr -2, HTRA1 inh 5, MBD2 DNA inh -6, TCR CD3 inh 7, PG9 binder 0.5, Rev-erbA mod 4, PRMT1 inh -2, rCAG RNA binder -2 and ABHD4 inh -5.
Screening C=CCOc1ccc(/C=C/C(=O)OCC(=O)NCc2ccco2)cc1 returned LEDGF integ inh 4, UHRF1 MBD2 ctr -2, HTRA1 inh 4, MBD2 DNA inh -5, TCR CD3 inh -3, PG9 binder -2.5, Rev-erbA mod 0, PRMT1 inh 1, rCAG RNA binder -1 and ABHD4 inh -6.
Screening Cc1ccccc1CN1CCN(CC(=O)NC(C)c2ccccc2)CC1 (stereo unspecified) returned LEDGF integ inh -1, UHRF1 MBD2 ctr -3, HTRA1 inh 1, MBD2 DNA inh 2, TCR CD3 inh 3, PG9 binder 0.0, Rev-erbA mod -1, PRMT1 inh -2, rCAG RNA binder -7 and ABHD4 inh -4.
Screening COc1ccc(CNCc2ccccc2C(F)(F)F)cc1 returned LEDGF integ inh 4, UHRF1 MBD2 ctr 2, HTRA1 inh 1, MBD2 DNA inh 4, TCR CD3 inh 5, PG9 binder -1.9, Rev-erbA mod -6, PRMT1 inh -2, rCAG RNA binder -7 and ABHD4 inh 9.
`Nc1nnc(CC(=O)N/N=C/c2ccc(-c3ccccc3Cl)o2)s1` gave LEDGF integ inh 2, UHRF1 MBD2 ctr -6, HTRA1 inh -1, MBD2 DNA inh -10, TCR CD3 inh 8, PG9 binder -3.5, Rev-erbA mod 4, PRMT1 inh 6, rCAG RNA binder 20 and ABHD4 inh 12.
`Cn1cnc(S(=O)(=O)Nc2ccccc2N2CCOCC2)c1` gave LEDGF integ inh -2, UHRF1 MBD2 ctr -2, MBD2 DNA inh -4, TCR CD3 inh 10, PG9 binder -0.7, Rev-erbA mod -8, PRMT1 inh 0, rCAG RNA binder -3 and ABHD4 inh 3.
`O=C(NCCC1CCCCN1S(=O)(=O)c1ccccc1)C(=O)NCc1ccncc1` (stereo unspecified) gave LEDGF integ inh 4, UHRF1 MBD2 ctr -3, HTRA1 inh 2, MBD2 DNA inh 1, TCR CD3 inh 5, PG9 binder 0.1, Rev-erbA mod -3, PRMT1 inh -3, rCAG RNA binder -5 and ABHD4 inh 1.
